Screening data as filed in PubChem.
GCN5L2 inh: qHTS Assay for Inhibitors of GCN5L2; Histone acetyltransferase KAT2A (Homo sapiens), Q92830; GCN5L2 HAT assay, ThioGlo1 CoA-SH fluorescence; Potency, µM (doses to about 58.9 µM), for the others: top-dose activity change, negative = inhibition, actives largely listed as inhibitors; actives 0.21% (n = 390,000)
Target sequence (Q92830 whole entry, looked up): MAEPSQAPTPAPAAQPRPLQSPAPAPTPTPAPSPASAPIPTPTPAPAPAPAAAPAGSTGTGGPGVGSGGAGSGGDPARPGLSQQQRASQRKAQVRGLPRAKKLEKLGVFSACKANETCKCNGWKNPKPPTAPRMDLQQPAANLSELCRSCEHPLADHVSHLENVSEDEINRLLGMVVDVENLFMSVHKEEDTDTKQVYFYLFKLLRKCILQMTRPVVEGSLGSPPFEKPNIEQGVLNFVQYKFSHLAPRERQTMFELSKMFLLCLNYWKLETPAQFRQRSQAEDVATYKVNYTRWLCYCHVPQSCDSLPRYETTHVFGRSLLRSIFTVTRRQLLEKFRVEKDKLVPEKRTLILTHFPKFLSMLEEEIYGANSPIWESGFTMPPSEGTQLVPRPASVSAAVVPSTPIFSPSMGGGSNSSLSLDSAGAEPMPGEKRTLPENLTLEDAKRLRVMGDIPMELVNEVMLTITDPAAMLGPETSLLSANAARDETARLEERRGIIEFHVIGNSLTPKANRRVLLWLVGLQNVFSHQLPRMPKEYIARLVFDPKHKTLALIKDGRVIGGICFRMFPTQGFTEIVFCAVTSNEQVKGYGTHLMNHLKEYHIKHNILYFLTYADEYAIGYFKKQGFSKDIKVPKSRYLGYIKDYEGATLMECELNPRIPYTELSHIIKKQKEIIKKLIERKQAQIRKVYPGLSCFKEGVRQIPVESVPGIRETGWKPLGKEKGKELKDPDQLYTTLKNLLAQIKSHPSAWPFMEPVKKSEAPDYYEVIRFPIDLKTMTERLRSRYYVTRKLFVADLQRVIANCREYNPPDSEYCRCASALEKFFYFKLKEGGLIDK
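Preincubate 20nM GCN5L2 with compound 15 min, RT → add 50uM ThioGlo1 + 75uM H3(1-25) + 70uM acetyl-CoA → read fluorescence 0 and 20 min. Primary qHTS; fluorescent artifacts likely.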
FEN1 inhibitor: qHTS Assay for the Inhibitors of Human Flap endonuclease 1 (FEN1). P39748. Recombinant FEN1 flap cleavage, fluorescence, 15 min. Potency, µM (titrated, usually from 114 µM), inactives show at the top dose activity change, negative = inhibition, actives largely listed as inhibitors. actives 0.35% (n = 390,000). AID 588795, 2011; also: nearly all actives have a fitted effect of over 65% in size
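In this screen, 50 nM flap DNA substrate was added to 10 nM FEN1 pretreated with compound for 15 min at room temperature; cleavage was followed with reads at 0 and 15 min, and Hill fitting gave concentration–response parameters.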
N370S GC mod: qHTS Assay for Inhibitors and Activators of N370S glucocerebrosidase as a Potential Chaperone Treatment of Gaucher Disease. Potency, µM (series often up to 59.4 µM), for inactives: at the top dose activity change, negative = inhibition, usual class: inhibitors. Lysosomal acid glucosylceramidase (Homo sapiens), P04062. AID 2101, 2009. actives 0.092% (n = 330,000). N370S GC spleen homogenate, 4MU-glucoside fluorescence;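 also: 0% = full enzyme activity and -100% = no enzyme basal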
* marks the source's active call; other numbers are inactive results; ? = inconclusive; . = no result given; & = joins results of further samples; [ ] = another dose, or the depositor's remark. Calls follow the shape of the dose curve; as a rule, active = well fitted curve in the direction sought with a large enough effect; inconclusive = small, poorly fitted or top-dose-only effect, or another doubt; inactive = no such curve, though single readings can be large; an effect the other way counts as inactive or inconclusive. Unless noted, % is scaled to controls: 0 for no effect and ±100 for the full control effect; potency is read from the fitted curve at half-maximal effect. An excerpt; rates above refer to the full screens.

The first 5 records, ahead of the listing:
#1 O=[N+]([O-])c1c(C(Cl)Cl)nn(-c2ccccc2)c1N1CCOCC1
#2 Cc1ccc(CN(CC(=O)NCCc2ccccc2)C(=O)CCCC(=O)Nc2cc(C)on2)cc1
#3 Cn1ncc(Br)c1C(=O)NC1CCCCC1
#4 O=C(CCNC(=O)c1ccc([N+](=O)[O-])cc1)Nc1nc2ccccc2[nH]1
#5 Cc1ccc(CCNS(=O)(=O)c2ccc3c(c2)CC(C)N3C(=O)C2CCC2)cc1 (stereo unspecified)

assay / compound	1	2	3	4	5
GCN5L2 inh	-5%	-2%	3%	-25%	-14%
FEN1 inhibitor	6%	-7%	18%	1%	5%
N370S GC mod	-3%	0%	-20%	-1%	.

All compounds of this part, repeating the preview:
#1 O=[N+]([O-])c1c(C(Cl)Cl)nn(-c2ccccc2)c1N1CCOCC1
#2 Cc1ccc(CN(CC(=O)NCCc2ccccc2)C(=O)CCCC(=O)Nc2cc(C)on2)cc1
#3 Cn1ncc(Br)c1C(=O)NC1CCCCC1
#4 O=C(CCNC(=O)c1ccc([N+](=O)[O-])cc1)Nc1nc2ccccc2[nH]1
#5 Cc1ccc(CCNS(=O)(=O)c2ccc3c(c2)CC(C)N3C(=O)C2CCC2)cc1 (stereo unspecified)
#6 COc1cccc(CNC(=O)CSc2ccc(-c3ccco3)nn2)c1
#7 CCOC(=O)c1cnn(-c2ccccc2)c1NC(=O)CSc1nnc(-c2cccs2)n1CC
#8 CCOC(=O)CSc1nnc(CNc2ccc(Cl)cc2)n1-c1ccccc1

assay / compound	1	2	3	4	5	6	7	8
GCN5L2 inh	-5%	-2%	3%	-25%	-14%	-16%	-2%[0.501 µM]	-17%
FEN1 inhibitor	6%	-7%	18%	1%	5%	-1%	-6%	-7%
N370S GC mod	-3%	0%	-20%	-1%	.	-14%	7%	-4%

#9 CC1CCN(CCCNC(=O)Cn2ncc3c([nH]c4ccccc43)c2=O)CC1
#10 OCCN1CCN(Cc2nc(-c3cccc(Cl)c3)no2)CC1
#11 CC(C)CC(NC(=O)c1ccc(Cl)cc1)C(=O)O (stereo unspecified)
#12 Cc1ccc(S(=O)(=O)NCCc2nc3ccccc3[nH]2)cc1
#13 CC(C)(C)c1ccc(SCC(N)=O)cc1
#14 CCNC(=S)NCCN1CCOCC1
#15 CCCCN1C2CCCC1CC(NC(=O)c1ccc(OC)c(OC)c1)C2 (stereo unspecified)
#16 Cc1ccccc1NC(=O)c1cc(S(=O)(=O)Nc2cccc(C(=O)O)c2)ccc1Cl

assay / compound	9	10	11	12	13	14	15	16
GCN5L2 inh	-2%	-2%	0%	0%	.	-5%	0%	-2%
FEN1 inhibitor	11%	-9%	-2%	-6%	0%	9%	3%	-6%
N370S GC mod	-4%	-6%	3%	-8%	0%	-6%	0%	-19%

#17 Cc1ccc(NC(=O)Cn2c(=O)n(Cc3ccc(C(=O)NCc4ccc5c(c4)OCO5)cc3)c(=O)c3ccccc32)cc1
#18 CCc1cc2ccc(C)cc2nc1SCC(=O)N1CCN(C(=O)c2ccco2)CC1
#19 CCCCN1Cc2cc(C(=O)c3cc(F)ccc3O)cnc2NC1=O
#20 COc1ccc(-c2coc3cc(O)cc(O)c3c2=O)cc1
#21 NC(Cc1ccc(OC(F)F)cc1)C(=O)O (stereo unspecified)
#22 CCOC(=O)c1cc2c(ccn2C)n1CC(=O)N1CCC(C)CC1
#23 O=C(CN1CCN(S(=O)(=O)c2ccccc2F)CC1)NC1CCCC1
#24 N#Cc1c2ccc(OCC(=O)NCc3ccco3)cc2n2ccccc12

assay / compound	17	18	19	20	21	22	23	24
GCN5L2 inh	-10%	-5%	-12%	-2%	-5%	23%	0%	-2%
FEN1 inhibitor	-3%	-9%	3%	0%	3%	8%	1%	-7%
N370S GC mod	.	13%	0%	?	-2%	-2%	-9%	0%

#25 CN(CC(=O)Nc1ccccc1Br)CC(=O)Nc1ccccc1C(F)(F)F
#26 COc1ccc(C2NC(=O)CS2)cc1OC (stereo unspecified)
#27 Cc1ccc(S(=O)(=O)NCC(C)NS(=O)(=O)c2ccccc2[N+](=O)[O-])cc1 (stereo unspecified)
#28 CCC(=O)N1N=C(c2ccc(NS(=O)(=O)c3ccccc3)cc2)CC1c1ccco1 (stereo unspecified)
#29 COc1ccc(CNC(=O)CN2CCC(n3nnc4cc(F)ccc43)CC2)cc1
#30 CC1(NC(=O)NCCCCCCNC(=O)NC2(C)CCS(=O)(=O)C2)CCS(=O)(=O)C1 (stereo unspecified)
#31 CC(C)(C)c1ccc(CN(Cc2ccco2)c2cnc(S(C)(=O)=O)nc2C(=O)Nc2ccc(F)cc2)cc1
#32 COc1ccccc1CCC(=O)N1CCC(n2nccc2NC(=O)C2CCOC2)CC1 (stereo unspecified)

assay / compound	25	26	27	28	29	30	31	32
GCN5L2 inh	4%	1%	-1%	-8%	-8%	-1%	-12%	-9%
FEN1 inhibitor	1%	13%	-4%	8%	-6%	-11%	-5%	0%
N370S GC mod	-21%	3%	-6%	.	-1%	-3%	.	5%

#33 CC(=O)N(C(C)=O)N1C(=O)/C(=C/c2ccc(Cl)cc2)SC1=S
#34 Cc1ccc(Cl)cc1N1CCN(S(=O)(=O)c2ccc3[nH]c(=O)c(=O)[nH]c3c2)CC1
#35 O=C(CCSCc1cccc(Cl)c1)NCCc1ccc(Cl)cc1
#36 CC(C)C[C@H](CO)Nc1nc(N(C)c2cccc(Cl)c2)c2ncn(C(C)C)c2n1
#37 O=C(CSc1nc(=O)n(CCN2CCOCC2)c2c1CCC2)Nc1ccc(F)cc1F
#38 COc1ccc(CCNC(=O)CN(c2cc(C)cc(C)c2)S(=O)(=O)c2c(C)noc2C)cc1OC
#39 Cc1ccc(N=c2oc3cc(O)ccc3cc2C(N)=O)cc1
#40 Cc1ccc(N2CC(C(=O)Oc3cccc(N4C(=O)CCC4=O)c3)CC2=O)cc1 (stereo unspecified)

assay / compound	33	34	35	36	37	38	39	40
GCN5L2 inh	-2%	-22%	1%&-5%	-2%	-8%	-2%	-20%	-1%
FEN1 inhibitor	?	-10%	0%&-7%	-1%	-3%	0%	-8%	-5%
N370S GC mod	-2%	8.9µM*	3%	22%	.	-4%	5%	-3%

#41 Cn1c(SCc2ccccc2)nnc1-c1ccncc1
#42 CCn1c(SCC(=O)c2ccccc2)nnc1-c1cccs1
#43 COc1ccc(-c2nc(S(=O)(=O)c3ccc(C)cc3)c(N3CCCC3)o2)cc1
#44 COc1cc(C2NC(=S)NC(C)=C2C(=O)Nc2cc(C)cc(C)c2)ccc1O (stereo unspecified)
#45 CCOc1ccccc1NC(=O)Cc1coc2cc(C)ccc12
#46 CCOc1ncccc1C(=O)Nc1nc(SC)ns1
#47 COc1ccc(C2(CNC(=O)c3cccc([N+](=O)[O-])c3)CCOCC2)cc1OC
#48 COc1ccccc1NC(=O)Nc1ccccc1C(=O)NCCCN1CCOCC1

assay / compound	41	42	43	44	45	46	47	48
GCN5L2 inh	-2%	-73%	-1%	-5%	-3%	-5%	40%[activator]	-1%
FEN1 inhibitor	-2%	4%	-6%	-1%	-4%	18%	4%	-1%
N370S GC mod	1%	-1%	-6%	4%	?	7%	9%	12%

#49 CC1CCc2cc(F)cc3c(O)c(C(=O)NCc4ccco4)c(=O)n1c23 (stereo unspecified)
#50 CCOC(=O)c1scc(-c2ccc(C)cc2)c1S(=O)(=O)Nc1ccc(F)c(F)c1
#51 Cc1n[nH]c(C)c1CCCOc1ccccc1
#52 CCCn1c(NC(=O)C2CCN(C(=O)c3ccccc3C)CC2)nc2ccccc21
#53 CC[C@H](C)[C@H](NC(=O)[C@H](CO)NC(=O)[C@H](CC(N)=O)NC(=O)[C@H](CC(C)C)NC(=O)[C@H](Cc1ccc(O)cc1)NC(=O)[C@H](CCCCN)NC(=O)[C@H](CCCCN)NC(=O)[C@@H](NC(=O)[C@H](C)NC(=O)[C@H](CCSC)NC(=O)[C@H](CCC(N)=O)NC(=O)[C@H](CCCCN)NC(=O)[C@H](CCCNC(=N)N)NC(=O)[C@H](CC(C)C)NC(=O)[C@H](CCCNC(=N)N)NC(=O)[C@@H](NC(=O)[C@H](Cc1ccc(O)cc1)NC(=O)[C@H](CC(N)=O)NC(=O)[C@H](CC(=O)O)NC(=O)[C@@H](NC(=O)[C@H](Cc1ccccc1)NC(=O)[C@@H](NC(=O)[C@H](C)NC(=O)[C@H](CC(=O)O)NC(=O)[C@H](CO)NC(=O)[C@@H](N)Cc1cnc[nH]1)C(C)C)[C@@H](C)O)[C@@H](C)O)C(C)C)C(=O)N[C@@H](CC(C)C)C(=O)N[C@@H](CC(N)=O)C(N)=O
#54 O=C(CNC(=O)c1ccccc1)OCC(=O)N1c2ccccc2Sc2ccccc21
#55 Cc1cccc(N2CCN(C(=O)CN3C(=O)NC(C)(C)C3=O)CC2)c1C
#56 CCc1ccccc1NC(=O)N1CCC(NC(=O)C(Cc2ccccc2)NC(C)=O)CC1 (stereo unspecified)

assay / compound	49	50	51	52	53	54	55	56
GCN5L2 inh	-10%	21%	-3%	-9%	8%	-4%	-1%	-3%
FEN1 inhibitor	-2%	0%	-2%	-1%	.	3%	18%	6%
N370S GC mod	0%	.	14%	-3%	4%	22%	4%	-7%

#57 Nc1cc(=O)[nH]c(SCC(=O)c2ccc(O)cc2O)n1
#58 O=C(NCc1ccccc1Cl)c1ccc2c(c1)N(Cc1ccccc1)C(=O)CS2
#59 CC(=O)Nc1sc(C)c(C)c1C(=O)OCC(=O)NCc1ccc(F)cc1
#60 COc1ccc(CCNC(=O)c2ccc(Cn3c(=O)c4ccccc4n(Cc4cccc(C)c4)c3=O)cc2)cc1OC
#61 C=C(C)C(=O)Nc1cccc(C2=NOC3(C2)C[C@H](C(N)=O)N(C(=O)CC)C3)c1 (stereo partly specified)
#62 Cc1c(Cl)c([N+](=O)[O-])nn1Cc1ccc(C(=O)N/N=C\c2cccc(Br)c2)o1
#63 COc1ccc(CCC(=O)Nc2nnc(C(C)(C)C)s2)cc1
#64 Cn1c(=O)[nH]c(=O)c2c1nc(NCc1ccccc1)n2CC(O)c1ccccc1 (stereo unspecified)

assay / compound	57	58	59	60	61	62	63	64
GCN5L2 inh	3%	-20%	-1%	-2%	2%	-7%	-10%	-2%
FEN1 inhibitor	-3%	14%	4%	-3%	-6%	-10%	-7%	0%
N370S GC mod	-9%	.	.	.	-2%	-5%	-6%	29%

#65 Cc1ccc(S(=O)(=O)O)cc1C
#66 CSc1nc(C)cc(OCCNS(=O)(=O)c2cc(C)ccc2C)n1
#67 O=C(CCNS(=O)(=O)c1cccc2nsnc12)Nc1ccc2c(c1)OCCO2
#68 CC(NC(=O)COC(=O)COc1ccc(C(=O)c2ccccc2)cc1)c1ccccc1 (stereo unspecified)
#69 Cc1cc(C(=O)CN2C(=O)NC(CCS(C)(=O)=O)C2=O)c(C)n1C1CC1 (stereo unspecified)
#70 COc1ccc(C(=O)C2CCN(CC(=O)Nc3ccc(C)cc3)CC2)cc1

assay / compound	65	66	67	68	69	70
GCN5L2 inh	4%	-2%	-4%	-7%	-3%	-9%
FEN1 inhibitor	.	3%	-6%	1%	6%	-21%
N370S GC mod	-2%	18%	-4%	.	.	-3%

Five compounds out of the list above, arranged by the number in FEN1 inhibitor, high to low:
entry | canonical_smiles | GCN5L2 inh | FEN1 inhibitor | N370S GC mod
69 | Cc1cc(C(=O)CN2C(=O)NC(CCS(C)(=O)=O)C2=O)c(C)n1C1CC1 (stereo unspecified) | -3% | 6% | .
66 | CSc1nc(C)cc(OCCNS(=O)(=O)c2cc(C)ccc2C)n1 | -2% | 3% | 18%
68 | CC(NC(=O)COC(=O)COc1ccc(C(=O)c2ccccc2)cc1)c1ccccc1 (stereo unspecified) | -7% | 1% | .
67 | O=C(CCNS(=O)(=O)c1cccc2nsnc12)Nc1ccc2c(c1)OCCO2 | -4% | -6% | -4%
70 | COc1ccc(C(=O)C2CCN(CC(=O)Nc3ccc(C)cc3)CC2)cc1 | -9% | -21% | -3%
